Assay outcomes (PubChem BioAssay)
Cl transport mod = KCC2 (human) Cl- transport modulation | B-score of Tl+ flux slope (higher = more flux/activation; lower = inhibition) at 10 µM | KCC2 cells, thallium flux FluoZin-2 fluorescence | 190,000 compounds, 2.2% hits | AID 1456 | Q9H2X9;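 active = thallium flux slope and its plate-corrected score both differing from the plate sample mean at a set confidence after two filtering rounds, in either direction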;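 also: slope of fluorescence scaled to starting intensity during 10 to 20 s after thallium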
eIF4E-4G inh = inhibitors of eIF4E and eIF4G interaction in translation initiation | inhibition, % at 21.7 µM | 220,000 compounds, 0.37% hits | TR-FRET eIF4E-eIF4GI(517-606) binding, 2 h | AID 782 | P63073+Q04637;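 also: 0% = full FRET control wells and 100% = background wells lacking eIF4GI fragment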
Furin inhibitor = human furin inhibition; 220,000 compounds, 0.061% hits; inhibition, % at 30 µM; P09958; purified furin, fluorogenic substrate cleavage; in the data active = inhibition above about 25%; also: inactives centre near -15
Thrombin inh = blocks human thrombin protease activity; alpha-thrombin, Boc-VPR-AMC fluorogenic substrate cleavage; inhibition, % at 5 µM; 220,000 compounds, 0.26% hits;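 active = inhibition at or above 40%; inactive = inhibition below 40%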;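 also: 0% = enzyme with no compound and 100% = wells without enzyme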
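Test system: human alpha-thrombin; medium: pH 7.5 Tris-saline with Tween 20; times: reaction at room temperature; signal: AMC fluorescence at 355 nm excitation and 460 nm emission; also added: Boc-VPR-AMC substrate, 15 µM final; dosing: one concentration per compound, 5 µM, with 0.2% DMSO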
p47phox inh = p47phox (human) inhibition. P14598. p47phox/p22phox peptide binding, fluorescence polarization, 2 h. inhibition, % at 24.7 µM. 220,000 compounds, 0.53% hits. AID 1274;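 also: 0% = p47phox with labelled peptide and 100% = labelled peptide alone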
Target sequence (P14598 whole entry, looked up): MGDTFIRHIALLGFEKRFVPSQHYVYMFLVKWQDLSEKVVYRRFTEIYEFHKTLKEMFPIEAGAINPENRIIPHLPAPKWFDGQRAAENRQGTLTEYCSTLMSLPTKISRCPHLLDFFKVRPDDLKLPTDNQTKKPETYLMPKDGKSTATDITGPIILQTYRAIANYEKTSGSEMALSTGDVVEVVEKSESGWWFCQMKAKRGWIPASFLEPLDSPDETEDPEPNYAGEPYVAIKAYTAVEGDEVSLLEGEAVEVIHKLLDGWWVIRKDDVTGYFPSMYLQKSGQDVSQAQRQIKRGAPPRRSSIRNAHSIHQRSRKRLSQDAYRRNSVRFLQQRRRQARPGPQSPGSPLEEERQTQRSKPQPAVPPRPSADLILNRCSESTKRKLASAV
EBV gp42 block = inhibitors of Epstein-Barr virus glycoprotein 42; 220,000 compounds, 0.42% hits; inhibition, % (tested at 21.74 µM); Fluorescence polarization binding assay, mP read-out; Q1HVG2; in the data active = inhibition above about 50%
Target sequence (Q1HVG2 whole entry, looked up): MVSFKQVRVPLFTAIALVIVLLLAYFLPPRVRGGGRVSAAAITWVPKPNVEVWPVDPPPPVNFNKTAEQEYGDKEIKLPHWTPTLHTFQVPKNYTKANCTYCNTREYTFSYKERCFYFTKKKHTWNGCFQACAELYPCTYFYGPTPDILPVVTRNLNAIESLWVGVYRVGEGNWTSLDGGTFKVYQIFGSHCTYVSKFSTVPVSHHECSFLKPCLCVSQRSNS
hK5 inh = blocks human kallikrein 5 protease activity | Q9Y337 | recombinant hK5, fluorogenic AMC substrate cleavage | inhibition, % at 5 µM | 210,000 compounds, 0.59% hits | AID 873;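 active = inhibition of 40% or more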;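 also: 0% = enzyme controls without compound and 100% = no-enzyme blanks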
Target sequence (Q9Y337 67-293 limits assumed): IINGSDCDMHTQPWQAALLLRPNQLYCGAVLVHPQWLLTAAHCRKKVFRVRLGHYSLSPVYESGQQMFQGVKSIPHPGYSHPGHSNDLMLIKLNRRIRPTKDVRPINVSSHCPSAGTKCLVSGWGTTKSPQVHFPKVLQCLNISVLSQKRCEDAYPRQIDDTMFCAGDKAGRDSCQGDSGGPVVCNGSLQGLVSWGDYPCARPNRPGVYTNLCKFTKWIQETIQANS
14-3-3 Bad PPI = disrupts binding of bovine 14-3-3 zeta to phospho-Bad peptide | P63103 | inhibition, % at 21.7 µM | 220,000 compounds, 0.71% hits | TR-FRET 14-3-3zeta/Dy647-pBad peptide displacement, 1 h;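 active = inhibition above about 70%, limit read from the data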;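 also: 0% = full 14-3-3 plus peptide FRET controls and 100% = background without 14-3-3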
Rad51 HR inh = blocks human Rad51 in homologous recombination; 200,000 compounds, 0.085% hits; hRad51 DNA strand exchange, fluorescence dequenching; Q06609; inhibition, % at 10 µM;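 active = inhibition above 40% at the single screening dose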;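 also: 0% = DMSO control wells and 100% = blanks with heterologous ssDNA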
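System: hRad51 filaments on single-stranded DNA; reagent: Fluorescein- and BHQ1-tagged 47-mer duplex; compound dosing: one concentration, 10 µM final; timing: filaments 15 min 37 °C, then compound 30 min; measured by: fluorescein emission 520 nm, excitation 485 nm; benchmarks: per-plate controls and blanks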
Starred values were filed as active, the others as inactive; / = not tested or not shown; [ ] = remark or other dose.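 The calls were made as follows, unless noted: active = inhibition above about 30% (limit read from the data); inactive = the rest.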 No enrichment for hits; overall some 4.7% were active at least once.

SMILES	Cl transport mod	eIF4E-4G inh	Furin inhibitor	Thrombin inh	p47phox inh	EBV gp42 block	hK5 inh	14-3-3 Bad PPI	Rad51 HR inh
COc1ccc(-c2csc(NC(=S)NC(=O)c3ccco3)n2)cc1	/	-6	-21	-3	-28	-12	1	30	2
COc1ccc(-c2ccnc3nc(Sc4ncc(C(F)(F)F)cc4Cl)nn23)cc1	-0.04	0	-56[20 µM]	-11	-6	0	-10	-4	-1
CCOC(=O)/C=C(\C)N1N=C(c2ccccc2)CC1c1ccccc1 (centres undefined)	2.5	-2	-22	4	-50	-18	-12	-20	-8
CCOc1ncccc1C(=O)OCC(=O)Nc1cccc(C(C)=O)c1	-1	-7[fluorescence artefact?]	-18[20 µM]	-1	-16	-6	-7	-9	/
CCn1nnnc1NCc1ccc(OCc2c(F)cccc2Cl)c(OC)c1	1.1	0	-23	1	-11	-9	-20	-16	-10
O=C(CCN1CCOCC1)N/N=C/c1cc(Br)cc(Br)c1O	-1.1	2	-3	-14	6	-18	-9	-12	5
O=C(CN1CCN(S(=O)(=O)c2ccc(Cl)cc2)CC1)NC(=O)NC1CCCCC1	-1.8	-10	-21[20 µM]	-1	-5	-14	-3	-5	-1
O=C(O)c1cc2ncc(CCO)cn2n1	-0.72	4	-32	2	-4	0	4	31	8
Cc1cc(C)nc(NC(=O)COc2cc(Cl)cc(Cl)c2)n1	-0.32	-13	-17[20 µM]	-1	-11	-12	-9	-8	-5
COc1ccccc1Oc1nnnn1-c1ccc(C(N)=O)cc1	/	0[fluorescence artefact?]	-13[20 µM]	-6	2	-13	-13	6[fluorescence artefact?]	1
C/C(=N/NC(=O)c1ccc(C)nc1)c1ccc2c(c1)CCCC2	0.025	-1	-22	-2	4	7	-1	-10	30
CCC(OC(=O)c1nsc(Cl)c1Cl)C(=O)NCc1ccco1 (centres undefined)	1.4	3	-13	3	22	-10	2	7	-6
CCC(=O)NC(O)C(=O)c1ccc(C)cc1 (centres undefined)	/	-8[fluorescence artefact?]	-14[20 µM]	-3	-6	-7	-12	-1[fluorescence artefact?]	-3
Cc1nonc1OCCNCCNc1ccccc1[N+](=O)[O-]	-0.6	-2	-2	6	-1	-18	-5	-15	28
CCCn1c(NCc2c[nH]c3ccccc23)nc2ccccc21	-0.97	-7	3[20 µM]	9	-4	6	21	-22	2
Cc1ccc(C2=CSC3=NCCN23)c(C)c1	1.3	4[fluorescence artefact?]	-25	-35	8	-5	-27	-7[fluorescence artefact?]	0
O=C(CNC(=O)c1ccccc1)OCc1nnc(-c2ccc(Cl)cc2)o1	-0.98	-1	-26	-1	-15	5	16	-11	7
O=C1CC(c2ccccc2)CC(O)=C1C=NCC1CCCO1 (centres undefined)	/	1[fluorescence artefact?]	-13	-3	-10	4	1	1[fluorescence artefact?]	-4
O=C(O)c1cccc(S(=O)(=O)NCC2CCCO2)c1 (centres undefined)	/	5	-25[20 µM]	-6	-3	-7	-4	2	-9
Cc1nnsc1C(=O)Nc1ccc(Cl)cc1Cl	0.86	3	-20[20 µM]	11	-3	-5	26	-6	-5
O=C(O)COc1ccccc1/C=C1\SC(=S)N(/N=C/c2ccccc2O)C1=O	-1.4	22	-12	-4	-28	3	-19	-8	-11
COc1cc(NC(=O)Cn2c(=O)n(-c3cccc(C)c3)c(=O)c3c(C)c(C)sc32)cc(OC)c1	0.12	2	-22	-9	-22	-21	-17	-4[fluorescence artefact?]	-14
CCCC(c1nnnn1C(C)(C)C)N1CCN(Cc2ccccc2)CC1 (centres undefined)	-0.34	0	-33	-7	-10	-17	2	0	-2
CC(C)NC(=O)NC(=O)COC(=O)CCOc1ccccc1	-0.11	1	-4[20 µM]	7	-8	-4	-10	-1	2
O=C(CSc1nnnn1-c1ccc(O)cc1)c1cc2ccccc2o1	-2.6	3	-10	-3	-26	-18	0	17	7
CC(C)CC1CCCCC1OC(=O)C[N+]1(C)CCCCC1 (centres undefined)	/	4	-12	-4	-1	-24	5	26	4
O=P(Cc1cc(Br)cc(Br)c1OCCO)(c1ccccc1)c1ccccc1	-1.2	1	-6	-17	-5	-7	-1	-1	/
Cc1nc2cc(-c3ccccc3)nn2c(C)c1CCC(=O)N1CCN(c2ccccn2)CC1	-0.99	-6	-7	-2	-20	8	-7	-2	6
CCCn1nc2cc(C(=O)NCc3ccc(C)cc3)ccc2c1OCC	0.86	12	-30[20 µM]	-6	-1	4	-45	51	-9
CCc1ccccc1NC(=O)CC1SCCNC1=O (centres undefined)	-0.31	-1	-24	-9	-2	-6	6	-11	1
CCCOC(=O)c1ccc2c(c1)C(=O)N(c1ccccc1)C2=O	1.3	-11	-20	-2	-12	-3	6	-6	-1
CCn1c(SCc2ccc(C(=O)Nc3cc(C)cc(C)c3)cc2)nnc1-c1ccncc1	/	2	-11[20 µM]	-7	9	-11	-14	-13	-1
Cc1nnc(NC(=O)c2cccc(S(=O)(=O)N3CCc4ccccc43)c2)s1	-1.6	3	-3[20 µM]	-9	-6	-8	1	2[fluorescence artefact?]	-4
CN(NC(N)=O)c1ncc(C(F)(F)F)cc1Cl	/	-1	-19[20 µM]	-12	-1	-27	-6	10	4
CCCc1cc(N2CCCC(C(=O)NCC)C2)n2ncnc2n1 (centres undefined)	-0.19	4	-13	5	-6	-4	-4	5	1
Cc1cc(Nc2ccc(F)c(Cl)c2)n2nc(C)nc2n1	0.19	-2	-12	-1	-1	-4	-7	4	/
O=C(CSc1nnc(CNC(=O)c2ccccc2F)o1)Nc1ccc2c(c1)OCCO2	0.36	-9[fluorescence artefact?]	-12[20 µM]	-1	-8	0	-5	4	-5
COc1cccc(CNC(=O)C2CCN(S(=O)(=O)N3CCCCC3)CC2)c1	0.42	-8	-8	9	4	-6	-1	-1	3
CCc1cccc(C)c1NC(=O)C1CCN(C(=O)c2ccc([N+](=O)[O-])cc2)CC1	0	1	-1	34	0	0	27	1	-18
Cc1cc(NC(=O)COC(=O)C2CCN(S(=O)(=O)c3c(Cl)cccc3Cl)CC2)no1	/	2	-22[20 µM]	-1	-2	9	15	16	0
O=S(=O)(Nc1ncccn1)c1ccc(NS(=O)(=O)c2cc(Cl)ccc2Cl)cc1	-3	4	-28	-6	0	-6	2	-1	-102
COCCCNC(=O)c1ccc(CS(=O)(=O)c2ccc(Br)cc2)o1	/	-5[fluorescence artefact?]	-17	0	-8	-17	-5	1[fluorescence artefact?]	1
O=C1NC(=O)/C(=C/c2ccc(OS(=O)(=O)c3ccc(F)cc3F)cc2)N1	-0.0021	-1	-13	-10	6	-4	-9	-1	27
O=C(NCC1CCCO1)c1ccc2c3n(nc2c1)-c1ccccc1CO3 (centres undefined)	-1.8	2	-11	0	-1	-3	3	-2	5
CC(C)CC1(C)NC(=O)N(CCN2C(=O)c3ccccc3C2=O)C1=O (centres undefined)	-0.16	3	7[20 µM]	-11	-1	-5	9	-9	-2
CCOC(=O)c1sc(NC(=O)CSc2nc(C)cc(C(F)(F)F)n2)c(C#N)c1C	/	2	-18[20 µM]	-4	-8	-17	-12	15[fluorescence artefact?]	/
CCn1cc(C(=O)N2CC(C)CC(C)C2)c(=O)c2cc(S(=O)(=O)N(C)C)ccc21 (centres undefined)	0.77	3	-14	3	-7	-8	0	7	/
COP1(=O)C=C[C@H](N(Cc2ccccc2)S(=O)(=O)c2ccccc2[N+](=O)[O-])[C@@H](C)O1 (some centres undefined)	-0.56	-3	-19	2	-12	-20	3	-1	-6
CC1(C)Cc2c(sc3ncn(N)c(=N)c23)CO1	1.3	2[fluorescence artefact?]	-21[20 µM]	-5	-9	8	2	5	/
CCOc1ccccc1NC(=O)c1cccc(NC(=O)C(C)C)c1	-0.35	11	-17	0	-8	0	-10	-6	-17
COCCN(C(=O)c1ccccc1F)c1c(N)n(Cc2ccccc2)c(=O)[nH]c1=O	0.065	0	-20	-2	-8	-15	2	-5	-7
c1ccc2c(N3CCCCC3)nnc(N3CCCCC3)c2c1	-0.14	6	-7[20 µM]	-6	-10	-19	-6	0	-3
Cc1nccn1-c1c([N+](=O)[O-])c(=O)n(C)c2ccccc12	2	2	-13	-4	3	-16	3	5	/
Cc1cccc(-n2c(SCC(=O)N3CCCC3)nnc2-c2ccccn2)c1C	0.41	0	-8	-10	-5	-6	-14	-8	/
Cc1nc(N)nc(N/N=C/c2ccccc2)n1	1.1	-1	-16	-2	-8	-16	2	1	-4
COC(=O)c1ccc(Cn2c(CN3CCOCC3)nc3ccccc3c2=O)o1	-0.046	-6	-18	-6	-7	-8	-1	-2	1
COc1ccccc1-n1cc(-c2ccc([N+](=O)[O-])cc2)[nH]c1=S	0.043	0	-26	-1	-10	-12	0	-2	16
Nc1nc(-c2ccc3c(c2)CCO3)cs1	0.43	0	-24	-1	-10	-23	-2	-6	/
O=C(c1ccc(Cn2c(=S)[nH]c3ccc(N4CCOCC4)cc3c2=O)cc1)N1CCC(N2CCCCC2)CC1	-0.65	-2	-13	1	0	-4	-7	10	-24
COc1ccc(CC(=O)N2CCCc3ccccc32)cc1	0.38	-9	-19[20 µM]	2	-9	-15	-16	-3	7

Fetched one by one from above, 5 records:
SMILES	Cl transport mod	eIF4E-4G inh	Furin inhibitor	Thrombin inh	p47phox inh	EBV gp42 block	hK5 inh	14-3-3 Bad PPI	Rad51 HR inh
Cc1cc(NC(=O)COC(=O)C2CCN(S(=O)(=O)c3c(Cl)cccc3Cl)CC2)no1	/	2	-22[20 µM]	-1	-2	9	15	16	0
CC1(C)Cc2c(sc3ncn(N)c(=N)c23)CO1	1.3	2[fluorescence artefact?]	-21[20 µM]	-5	-9	8	2	5	/
Cc1ccc(C2=CSC3=NCCN23)c(C)c1	1.3	4[fluorescence artefact?]	-25	-35	8	-5	-27	-7[fluorescence artefact?]	0
Cc1nccn1-c1c([N+](=O)[O-])c(=O)n(C)c2ccccc12	2	2	-13	-4	3	-16	3	5	/
COCCCNC(=O)c1ccc(CS(=O)(=O)c2ccc(Br)cc2)o1	/	-5[fluorescence artefact?]	-17	0	-8	-17	-5	1[fluorescence artefact?]	1

Going on with the list:
SMILES	Cl transport mod	eIF4E-4G inh	Furin inhibitor	Thrombin inh	p47phox inh	EBV gp42 block	hK5 inh	14-3-3 Bad PPI	Rad51 HR inh
CCc1ccccc1S(=O)(=O)Cc1ccc(C(=O)N2CCN(c3ccccc3OC)CC2)o1	-2.4	0	7	1	-3	-7	-3	14	-4
CCn1c(=NC(=O)c2ccc(S(=O)(=O)N(C)C)cc2)sc2cccc(OC)c21	-0.2	6	-14	-13	-3	-6	-2	-18	-3
CC(C)(C)c1ccc(/C=C/C(=O)c2ccc(NC3=NCCCS3)cc2)cc1	0.16	1	4	16	-26	-32	4	-12	3
O=C(Nc1ccc(NC(=O)c2ccco2)c(Cl)c1)c1ccccc1	0.34	4	-25	-6	-1	-28	0	-1	0
COc1cccc(/C=C2/SC(=O)N(CC(=O)N3CCc4ccccc4C3)C2=O)c1OCC(=O)O	-1.2	-11	-13[20 µM]	-2	-12	-3	-1	-2	-18
CN(CC(=O)N1CCN(Cc2ccccc2)CC1)S(=O)(=O)c1cccc2nsnc12	-3.2*	0	-21	-2	-6	-5	/	1	/
CCCOC(=O)c1ccc(Oc2cn[nH]c2-c2ccc(O)cc2O)cc1	-1	2	-14	6	-18	5	-9	-2	-6
COc1ccc(C(=O)OCn2nnc3ccccc3c2=O)cc1[N+](=O)[O-]	-0.42	1	-21	-26	7	-6	-7	-4	-2
